Bioassay records: PubChem, Johns Hopkins Ion Channel Center
CHT block – human CHT choline transport inhibition; B-score at 10 µM; 0.86% of 310,000 active; Q9GZV3; CHT-expressing cells, membrane potential dye, choline response; hits give low values;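 active means B-score over 3 SD under the library average, and starting fluorescence ratio not unusually high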;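 further: choline stimulus applied at its EC90 after an EC20 pre-addition; B-score computed on integrated fluorescence ratio after choline addition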
Target sequence (Q9GZV3 whole entry, looked up): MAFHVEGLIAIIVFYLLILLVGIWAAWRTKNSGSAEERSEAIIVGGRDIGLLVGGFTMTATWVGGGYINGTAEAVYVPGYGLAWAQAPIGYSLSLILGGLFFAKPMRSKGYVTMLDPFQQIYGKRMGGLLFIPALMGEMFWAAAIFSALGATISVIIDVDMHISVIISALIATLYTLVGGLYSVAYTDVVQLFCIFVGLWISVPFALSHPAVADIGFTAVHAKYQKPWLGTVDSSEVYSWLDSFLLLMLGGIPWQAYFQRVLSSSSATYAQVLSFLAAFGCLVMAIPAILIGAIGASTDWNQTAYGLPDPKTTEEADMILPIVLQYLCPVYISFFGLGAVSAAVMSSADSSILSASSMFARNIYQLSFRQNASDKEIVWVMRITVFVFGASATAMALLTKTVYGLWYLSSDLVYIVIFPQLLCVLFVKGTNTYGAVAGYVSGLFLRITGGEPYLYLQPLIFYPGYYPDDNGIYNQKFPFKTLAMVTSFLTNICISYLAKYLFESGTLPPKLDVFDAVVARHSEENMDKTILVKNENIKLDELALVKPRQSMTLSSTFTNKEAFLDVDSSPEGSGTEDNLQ
Kir21 block – blocks the mouse Kir2.1 inward-rectifier potassium channel; P35561; HEK293-Kir2.1, FluxOR thallium flux fluorescence; hits give low values; B-score at 10 µM; 0.85% of 310,000 active;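 active means fluorescence ratio B-score at or below minus 3 SD of library scores, with starting-brightness B-score within 2 SD, cut at about -4.2 in these data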;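 further: channel flux triggered by added potassium and thallium sulfate stimulus; B-score of peak minus minimum fluorescence over baseline after thallium stimulus; more negative B-score means stronger Kir2.1 block with less thallium influx; some compounds called inactive have numbers as strong as hits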
Target sequence (P35561 whole entry, looked up): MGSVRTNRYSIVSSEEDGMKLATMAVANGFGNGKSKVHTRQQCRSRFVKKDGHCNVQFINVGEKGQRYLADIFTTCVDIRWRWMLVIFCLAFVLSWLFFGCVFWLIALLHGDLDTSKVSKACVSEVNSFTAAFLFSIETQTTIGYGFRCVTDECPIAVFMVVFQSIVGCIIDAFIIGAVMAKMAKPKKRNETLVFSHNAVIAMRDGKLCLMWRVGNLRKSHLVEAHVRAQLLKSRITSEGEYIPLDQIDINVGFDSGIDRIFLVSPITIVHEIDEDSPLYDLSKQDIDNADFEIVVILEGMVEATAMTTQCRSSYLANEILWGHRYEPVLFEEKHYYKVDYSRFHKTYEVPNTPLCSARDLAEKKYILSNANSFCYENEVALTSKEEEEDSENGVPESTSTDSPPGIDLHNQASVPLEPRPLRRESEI
Starred values were filed as active, the others as inactive; i = inactive; / = not tested or not shown.

SMILES	CHT block	Kir21 block
Cc1ccc(S(=O)(=O)N(CC(O)CN2C(=O)NC(C)(C)C2=O)c2cccc(C)c2)cc1 (stereo not given)	i	2.4
COc1ccc(CCN=Cc2ccccc2O)cc1OC	i	0.01
O=C(COC(=O)CNC(=O)c1ccccc1F)Nc1cccc(S(=O)(=O)N2CCCCCC2)c1	i	0.09
O=[N+]([O-])c1ccc(Oc2cccc3cccnc23)c(Cl)c1	i	-0.02
COc1ccc(CNC(=O)C2CSC(c3ccc(OC)cc3)N2C(C)=O)cc1 (stereo not given)	i	-1
CC(=O)/C(N=Nc1c(C)n(C)n(-c2ccccc2)c1=O)=C(\C)O	i	-0.02
O=C(N/C(=C/c1ccc2c(c1)OCO2)C(=O)N1CCOCC1)c1cccs1	i	1.1
Cc1csc(SCC(=O)NC(=O)C2CCCCC2)n1	i	-1.4
O=C(CCCn1nnnc1CN1CCOCC1)N1CCC(c2ccccc2Cl)C1 (stereo not given)	i	-0.6
CCOc1cc(CNc2nn[nH]n2)ccc1OCC(=O)NC(C)(C)C	i	2
CCNC(=O)c1ccc(C2SCC(=O)N2Cc2ccco2)cc1 (stereo not given)	i	1.7
CCOC(=O)Nc1nc(-c2ccc(Cl)cc2Cl)cs1	i	-0.36
CCCn1c(SCC(=O)N2CCN(C(=O)c3ccco3)CC2)nc2ccccc2c1=O	i	0.01
Cc1cc(Nc2c(C)cccc2C)n2nc(C)nc2n1	i	0.74
CN(C)CCSc1nc(O)c(-c2ccccc2)c(=O)n1-c1ccccc1	i	0.45
CC(C)c1ccc(C(C(=O)NC2CCCC2)N(C(=O)CNC(=O)c2ccco2)c2cccnc2)cc1 (stereo not given)	i	0.27
COc1ccc(N=C2S/C(=C\c3cc(C)n(C)c3C)C(=O)N2C)cc1	i	-0.47
CCOc1ccc(CN(CC)C(=O)c2ccc3c(c2)[nH]c(=O)c(=O)n3CC)cc1OC	i	-0.41
COc1ccc(CNC(=O)CN(Cc2ccc(Cl)cc2)C(=O)c2csnn2)cc1	i	-0.24
O=S(=O)(Nc1ccccc1)c1cccc2nonc12	i	-1.2
CCN(CC)S(=O)(=O)c1ccc(OC)c(NS(=O)(=O)c2cccc(C(=O)O)c2)c1	i	0.61
CCOC(=O)c1cccnc1SCC(=O)N(C)c1ccccc1	i	-1.6
COc1ccc(CNC(=O)CNC(=O)N2CC(=O)Nc3ccccc32)cc1	i	-0.84
O=C(NCc1ccccc1Cl)C1CCC(CNc2c(N3CCCCC3)c(=O)c2=O)CC1 (stereo not given)	i	0.03
CCCCn1c(N)c(N(CC(C)C)C(=O)C2CC(=O)N(c3ccc4c(c3)OCCO4)C2)c(=O)[nH]c1=O (stereo not given)	i	3

Ordered by molar mass (ascending): some entries from above
SMILES	CHT block	Kir21 block
O=S(=O)(Nc1ccccc1)c1cccc2nonc12	i	-1.2
COc1ccc(CCN=Cc2ccccc2O)cc1OC	i	0.01
Cc1csc(SCC(=O)NC(=O)C2CCCCC2)n1	i	-1.4
CC(=O)/C(N=Nc1c(C)n(C)n(-c2ccccc2)c1=O)=C(\C)O	i	-0.02
CCOC(=O)c1cccnc1SCC(=O)N(C)c1ccccc1	i	-1.6
COc1ccc(N=C2S/C(=C\c3cc(C)n(C)c3C)C(=O)N2C)cc1	i	-0.47
CN(C)CCSc1nc(O)c(-c2ccccc2)c(=O)n1-c1ccccc1	i	0.45
COc1ccc(CNC(=O)CNC(=O)N2CC(=O)Nc3ccccc32)cc1	i	-0.84
O=C(N/C(=C/c1ccc2c(c1)OCO2)C(=O)N1CCOCC1)c1cccs1	i	1.1
COc1ccc(CNC(=O)C2CSC(c3ccc(OC)cc3)N2C(C)=O)cc1 (stereo not given)	i	-1
CCOc1ccc(CN(CC)C(=O)c2ccc3c(c2)[nH]c(=O)c(=O)n3CC)cc1OC	i	-0.41
COc1ccc(CNC(=O)CN(Cc2ccc(Cl)cc2)C(=O)c2csnn2)cc1	i	-0.24
O=C(NCc1ccccc1Cl)C1CCC(CNc2c(N3CCCCC3)c(=O)c2=O)CC1 (stereo not given)	i	0.03
Cc1ccc(S(=O)(=O)N(CC(O)CN2C(=O)NC(C)(C)C2=O)c2cccc(C)c2)cc1 (stereo not given)	i	2.4
O=C(COC(=O)CNC(=O)c1ccccc1F)Nc1cccc(S(=O)(=O)N2CCCCCC2)c1	i	0.09

(next part)
SMILES	CHT block	Kir21 block
O=C(COC(=O)c1ccccn1)c1ccc(Br)cc1	i	0.05
CCN1C(=O)C(CC(=O)NC2CCCCC2)N(CC)C1=O (stereo not given)	i	0.23
O=C(c1ccccc1)c1cc2ccccc2o1	i	1.2
Clc1ccc(CSc2nnc(NC3=NCCCCC3)s2)cc1	i	0
Clc1ccc(CSc2ncnc3nc[nH]c23)cc1	-6.2*	-0.62
CCC(C)N1C(=O)C2C(C(=O)Nc3cccc(OC)c3)C3C=CC2(O3)C1C(=O)NC1CCCCC1C (stereo not given)	i	/
Cc1ccc(S(=O)(=O)N(C)C)cc1NC(=S)N1CCCCC1CO (stereo not given)	i	-1.4
O=C(NC1CCCCC1)c1c(O)nc2sccn2c1=O	i	-0.01
Cc1nnc(Sc2nc3c(c(=O)[nH]c(=O)n3C)n2CCc2ccccc2)s1	i	-0.03
O=C(NCCCn1ccnc1)/C(=C\c1ccccc1F)NC(=O)c1ccccc1	i	-1.1
COc1cc(/C=N/N=C(N)N)ccc1OCc1ccc(Cl)cc1	i	-8.2*
CN1C(=O)c2ccccc2N(C)C1c1cccc(O)c1 (stereo not given)	i	-0.79
CCCCNC(=O)/C(C#N)=C/c1ccc2c(c1)OCCO2	i	2
O=C(CCCCC(=O)Nc1ccc(F)cc1F)Nc1ccc(F)cc1F	i	1.4
O=C(Nc1nnc(CCS(=O)(=O)c2ccc(Br)cc2)s1)c1ccc([N+](=O)[O-])cc1	i	/
Clc1ccc(-c2noc(CN3CCCC3)n2)cc1	i	1.1
CN1C(=O)C(O)(CC(=O)c2ccc3c(c2)OCO3)c2ccccc21 (stereo not given)	i	0.86
CC(Sc1n[nH]c(N)n1)c1nc2scc(-c3cccs3)c2c(=O)[nH]1 (stereo not given)	i	0.56
CC(C)(C)n1nc2c(c1NC(=O)c1ccccc1)CS(=O)(=O)C2	i	-0.34
COc1ccc(CCNC(=O)[C@H](C)NC(=O)N2CCn3c2nc2ccccc23)cc1OC	i	1.9
O=C(CSc1nnc(NC(=O)c2ccc(F)cc2F)s1)NC1CC1	i	0.78
O=C(c1ccc(CS(=O)(=O)c2ccc(Br)cc2)o1)N1CCN(c2ccccn2)CC1	i	-0.67
COc1cccc(Nc2ncc(C#N)c(N)n2)c1	i	0.33
CCOc1ccc(N=C(NN)c2ccc3ccccc3n2)cc1	i	-0.72
O=C(Nc1ccc(NC(=O)c2ccco2)c(Cl)c1)c1ccc2c(c1)OCCO2	i	-0.04

(next part)
SMILES	CHT block	Kir21 block
CCCN(C(=O)Cc1nc(N)n[nH]1)C1(C(=O)Nc2ccccc2C)CCCCC1	i	-0.85
Cc1ccc(Cn2c(=N)c(S(=O)(=O)c3ccc(Br)cc3)cc3c(=O)n4ccccc4nc32)cc1	i	0.14
COc1ccc(N2C=C3C(=O)C(C)(OC(=O)CCc4ccccc4)C(=O)C=C3C=C2c2ccc(C#N)cc2)cc1 (stereo not given)	i	-0.18
COc1ccc(S(=O)(=O)NCCc2cn3nc(C)c(C)nc3n2)cc1F	i	0.21
Cc1ccc2[nH]c(=O)c(CN(Cc3ccccc3)C(=S)NCCCN(C)C)cc2c1	i	-4.7*
CN1C2CCC1CC(N(CCc1ccccc1)C(=O)c1ccc(Cl)cc1)C2 (stereo not given)	i	-0.3
CS(=O)(=O)c1ccc(Cl)c(NC(=O)COC(=O)CNC(=O)c2cccs2)c1	i	-2
O=C(CNC(=O)c1ccccc1F)OCc1nc2ccccc2s1	i	-0.14
Cc1ccc(SCc2[nH]nc3c2C2(C(=O)Nc4ccc([N+](=O)[O-])cc42)C(C#N)=C(N)O3)cc1 (stereo not given)	i	0.14
CCCCN(C(=O)CN1C(=O)C2CCCCC2C1=O)c1c(N)n(Cc2ccccc2)c(=O)[nH]c1=O (stereo not given)	i	2.4
Cc1cc(OCCCn2ccnc2)ccc1[N+](=O)[O-]	i	-0.71
Cc1cc(C(=O)CCl)c(C)n1-c1ccon1	/	-0.34
Cc1cc(C)cc(C(=O)NC(CC(N)=O)c2ccc(NC3CCCCC3)c([N+](=O)[O-])c2)c1 (stereo not given)	i	0.63
O=C1CCCc2[nH]c(-c3ccccc3)nc21	i	-0.01
COc1ccc(C(c2nnnn2C2CCCCC2)N2CCN(c3ccccc3F)CC2)cc1 (stereo not given)	i	0.16
CCN(CCNCC(O)COc1ccccc1C(C)C)c1cccc(C)c1 (stereo not given)	i	-6.4*
Cc1ccc(NC(=O)C(C)N2C(=O)C3CC=C(Cl)CC3C2=O)cc1 (stereo not given)	i	-1.8
O=CN1CCN(C(=O)c2cccc3c2-c2ccccc2C3=O)CC1	i	0.21
CC1(C)C=C(c2ccc(C=O)s2)CC(C)(C)N1	i	0.02
O=C(O)c1[nH]c2ccccc2c1C(c1cccc(O)c1)c1c(C(=O)O)[nH]c2ccccc12	i	-0.94
CC(=O)c1cn(C)c(=O)[nH]c1=O	i	0.01
CCCCCn1c(=O)c(-c2nc3ccccc3[nH]2)c(O)c2ccccc21	i	0.03
COC(=O)c1sc(=S)n(Cc2ccccc2)c1C	i	-0.84
COc1ccc(OC)c(CNC(=O)CCS(=O)(=O)c2ccc3c(c2)oc(=O)n3C)c1	i	0.52
COc1ccc(-c2nn(-c3ccccc3)cc2CNC(=O)c2cccc([N+](=O)[O-])c2)cc1	i	0.02

Carrying on.
SMILES	CHT block	Kir21 block
CC(C)[C@H](NC(=O)c1ccccc1Cl)C(=O)OCc1cc([N+](=O)[O-])cc2c1OCOC2	i	0.5
CCC(C)[C@H](NC(=O)N1CC(=O)Nc2ccccc21)C(=O)N1CCC[C@@H]1C(=O)O (stereo not given in full)	i	0.91
O=S(=O)(N1CCCCC1)N1CCN(CC(O)COc2ccc3cc(Br)ccc3c2)CC1 (stereo not given)	i	-1
Cc1ccccc1-c1nc(CS(=O)CC(=O)NC2CCCCC2)c(C)o1 (stereo not given)	i	0.75
Cc1nc(NCc2ccco2)[nH]c(=O)c1CCC(C)C	i	-0.91
Cc1ccc(-c2c(C)n([O-])c3c([n+]2=O)CCCCC3)cc1	i	1.7
CN(C)C(CNC(=O)c1ccc(C(=O)c2ccccc2)cc1)c1ccccc1 (stereo not given)	i	-2.1
C=CCN(C(=O)Cn1c(C(=O)OC)cc2oc(C)cc21)c1ccccc1	i	1.1
O=C(CSc1nc(-c2cccs2)cc(C(F)(F)F)n1)Nc1cc(OCC(F)(F)C(F)F)cc([N+](=O)[O-])c1	i	-0.54
CCCc1cc2c(=O)c(-c3ccccn3)coc2cc1OC	i	0.38
O=c1[nH]c2ccccc2cc1-c1noc(-c2cccnc2)n1	i	-0.31
O=C(NCC(=O)N1CCN(S(=O)(=O)c2ccccc2F)CC1)c1ccc(Br)o1	i	2.4
O=C(CSc1nc2ccccc2[nH]1)NCCCn1ccnc1	i	0.02
CCN(Cc1ccccc1)C(c1cc2ccc(C)cc2[nH]c1=O)c1nnnn1CCOC (stereo not given)	i	-1.6
CCc1ccc(N(C(=O)c2csnn2)C(C(=O)NC(C)(C)C)c2ccncc2)cc1 (stereo not given)	i	1.2
CC1(C)CC(=O)C=C(Nc2cccc(O)c2)C1	i	3.3
CC(=O)c1ccc(OC(C)c2nc3ccccc3s2)cc1 (stereo not given)	i	-1.1
CCCCc1nc2c(=O)[nH]c3ccccc3c2o1	i	-0.56
O=C(CN1CCOCC1)Nc1nc2cc([N+](=O)[O-])ccc2s1	i	-0.09
Cc1cc2oc(=O)cc(CN3CCCCC3C)c2cc1Cl (stereo not given)	i	-1.1
COc1cc(/C=C/C(=O)OCC(=O)c2c(N)n(C)c(=O)n(C)c2=O)ccc1O	i	-2
Cc1ccc2c(c1)N(CC(=O)NC1CCC(C)CC1)C(=O)c1cccnc1O2 (stereo not given)	i	1.1
COc1cccc(C2Nc3cc(Cl)c(S(N)(=O)=O)cc3S(=O)(=O)N2)c1 (stereo not given)	i	-0.05
CC1(C(=O)Nc2nc3ccc(S(C)(=O)=O)cc3s2)CC1(Cl)Cl (stereo not given)	i	-1.4
CC(NC(=O)COC(=O)c1cc(=O)[nH]c2ccccc12)c1ccccc1 (stereo not given)	i	0.39

Additional compounds follow:
SMILES	CHT block	Kir21 block
Cc1cc2nnn(-c3nnc(-c4ccccc4)c4ccccc34)c2cc1C	i	-0.63
CCC(=O)NC(=S)Nc1ccc(-c2nc3ccccc3s2)cc1	i	2.1
COc1ccccc1NC(=O)CSc1nc2ccccc2c(=O)n1CC1CCCO1 (stereo not given)	i	-2.1
Cc1cc(C(F)(F)F)nc(-n2cc(-c3ccccc3)nn2)n1	i	0.58
c1ccc(-c2c(-c3ccccc3)n(Cc3ccco3)c3ncnc(NCCCn4ccnc4)c23)cc1	i	-2.9
CN(Cc1ccc(OCC(O)CN2CCCCC2)cc1)Cc1ccnc2ccccc12 (stereo not given)	/	-3.1
COc1ccc(CN2CCN(C3CCSCC3)CC2CCO)c(C)c1C (stereo not given)	i	1.8
COc1ccc(CCn2c(C)c(C(C)=O)c3cc(OC(=O)c4ccco4)ccc32)cc1OC	i	0
COc1ccccc1C(=O)NCC(C)(C)CN=C1NS(=O)(=O)c2ccccc21	i	1.5
Cc1ccc(C(=O)CC(=O)c2ccccc2)cc1	i	0.88
O=C(Oc1ccc(Cl)cc1)N1CCCCC1	i	-2.6
Cc1ccn(-c2cccc(-n3ccc(C)n3)n2)n1	i	-1
O=S1(=O)CCN2C(c3ccc4c(c3)CCCC4)=CSC2=N1	i	-0.33
COCCNC(=O)/C(C#N)=C/c1ccc(OCC(=O)NC2CCCCC2)cc1	i	2.3
CCOc1ccc(OCc2cccc(C(=O)N(CC)CC)c2)cc1	i	0.01

A few values from the results shown.
Cc1ccc(C(=O)CC(=O)c2ccccc2)cc1 – Kir21 block = 0.88
O=S1(=O)CCN2C(c3ccc4c(c3)CCCC4)=CSC2=N1 – Kir21 block = -0.33

This is a random part of the collection (roughly 1.6% active in at least one column).
